aSyn yeast inh = rescues yeast growth from alpha-synuclein toxicity; 370,000 tested, 0.14% active; Potency, µM (titrated, usually from 46.1 µM), for inactives: top-dose growth rescue (activation), most hits filed as activators; AID 652106; Yeast expressing alpha-synuclein, growth rescue, BacTiter-Glo, 24 h; note: potency is the fitted concentration of half-maximal effect; % of control where 0% means no effect; nearly all actives have a fitted effect of over 65% in size
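Galactose-induced alpha-syn yeast (OD600=0.02, raffinose-pregrown) + pinned cpd, 24 hr, 30 deg C; growth by BacTiter-Glo luminescence. Growth restoration scores as activation.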
TDP-43 yeast inh = rescues yeast growth from TDP-43 toxicity | 410,000 tested, 1.8% active | TDP-43 expressing yeast growth rescue, BacTiter-Glo, 24 h | Potency, µM (top dose mostly 46.1 µM), for inactives: top-dose growth rescue (activation), hits mostly activators; note: potency is the fitted concentration of half-maximal effect; % of control where 0% means no effect; nearly all actives have a fitted effect of over 50% in size
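Growth rescue of TDP-43-toxic yeast measured as ATP luminescence (BacTiter-Glo). Cells grown to mid-log in raffinose, induced in galactose at OD600=0.02, exposed to compound 24 hr at 30 deg C.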
FUS suppressor = suppressors of FUS proteinopathy in yeast | S. cerevisiae FUS-expressing, growth rescue, OD600, 24 h | 390,000 tested, 0.24% active | Potency, µM (highest dose often 76.6 µM), without a hit: top-dose growth rescue (activation), actives largely listed as activators;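 note: potency is the fitted concentration of half-maximal effect; plate controls were DMSO vehicle for no effect and reference control for full effect; nearly all actives have a fitted effect of over 55% in size; some results filed as inactive show a strong effect at the top dose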
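Galactose (2%) drives FUS expression in yeast precultured in raffinose; seeding density OD 0.005. Test compounds incubated 24hr at 30C and 99% humidity before absorbance at 600 nm was measured.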
GLP-1R inv ag = GLP-1 receptor (human) inverse agonism. 410,000 tested, 1.6% active. P43220. Potency, µM (top dose mostly 38.3 µM), for the others: at the highest dose activity change, negative = inhibition, hits mostly inhibitors. HEK293 GLP-1R CRE-luciferase, luminescence, 24 h; GLP-1R form is constitutively active; note: potency is the fitted concentration of half-maximal effect; % is set by controls: 0 for no effect and ±100 for the full control effect; nearly all actives have a fitted effect of over 55% in size
Target sequence (P43220 whole entry, looked up): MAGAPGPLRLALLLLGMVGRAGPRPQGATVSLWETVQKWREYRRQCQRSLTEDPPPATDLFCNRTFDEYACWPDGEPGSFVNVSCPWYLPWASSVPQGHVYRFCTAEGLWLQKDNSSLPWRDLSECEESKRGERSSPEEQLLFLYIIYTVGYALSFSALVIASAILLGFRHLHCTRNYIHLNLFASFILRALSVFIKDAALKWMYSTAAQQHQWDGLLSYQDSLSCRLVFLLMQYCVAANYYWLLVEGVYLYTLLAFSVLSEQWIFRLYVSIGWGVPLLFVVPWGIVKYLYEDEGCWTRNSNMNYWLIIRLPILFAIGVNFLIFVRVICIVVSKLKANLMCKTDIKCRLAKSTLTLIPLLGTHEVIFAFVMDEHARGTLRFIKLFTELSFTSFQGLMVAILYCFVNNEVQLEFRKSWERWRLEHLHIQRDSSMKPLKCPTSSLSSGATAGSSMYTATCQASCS
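Stable HEK293 clone (constitutively active GLP-1R + cAMP-response luciferase); 200 cells/uL plated, 12 h pre-culture, compound 24 hr, 37 deg C/5% CO2; detection reagent 12 min RT; luminescence.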
Akt phos inh = inhibitors of Akt phosphorylation; Neuro2A IGF-stimulated pAkt S473 HTRF, 20 min; active compounds read low; activity change, % for hits at 50 µM; 360,000 tested, 0.32% active; AID 651550; in the data active = activity change below about -80%; inconclusive = mostly about -51% to -80%; note: % is set by controls: 0 for no effect and ±100 for the full control effect
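Neuro2A cells (4,500/well, DMEM with 0.5% FBS) were treated with compound at a single 50 µM final concentration, stimulated with 6 nM IGF for 20 min at 37 °C, and lysed. Phospho-Akt Ser473 was read by HTRF as 665/615 ratio ×10^4.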
GLP1R cytotox = cytotoxicity in counter-screen for GLP-1R inverse agonists | HEK293 cAMP-luciferase reporter cells, luminescence, 24 h | Potency, µM (series often up to 38.3 µM), without a hit: top-dose activity change, negative = inhibition, actives largely listed as inhibitors | 410,000 tested, 0.13% active | AID 624418;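 note: loss of luciferase light is scored as toxicity; potency is the fitted concentration of half-maximal effect; % is set by controls: 0 for no effect and ±100 for the full control effect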
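A 23 nL compound transfer followed 12 hours of cell culture at 37 deg C; exposure then lasted 24 hr. Luciferase assay detection reagent was dispensed and plates read for luminescence after a 12 min room-temperature wait.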
PTHR1 ag = activates the human parathyroid hormone receptor PTHR1. Potency, µM (top dose mostly 115 µM), for the others: at the top dose activation, actives largely listed as activators. Q03431. HEK293 GP2 PTHR1 cells, GloSensor cAMP luminescence, 1 h. 410,000 tested, 0.075% active; note: potency is the fitted concentration of half-maximal effect; nearly all actives have a fitted effect of over 55% in size; some results filed as inactive show a strong effect at the top dose; inactives centre near -15; many of its hits are not listed in these tables
Target sequence (Q03431 whole entry, looked up): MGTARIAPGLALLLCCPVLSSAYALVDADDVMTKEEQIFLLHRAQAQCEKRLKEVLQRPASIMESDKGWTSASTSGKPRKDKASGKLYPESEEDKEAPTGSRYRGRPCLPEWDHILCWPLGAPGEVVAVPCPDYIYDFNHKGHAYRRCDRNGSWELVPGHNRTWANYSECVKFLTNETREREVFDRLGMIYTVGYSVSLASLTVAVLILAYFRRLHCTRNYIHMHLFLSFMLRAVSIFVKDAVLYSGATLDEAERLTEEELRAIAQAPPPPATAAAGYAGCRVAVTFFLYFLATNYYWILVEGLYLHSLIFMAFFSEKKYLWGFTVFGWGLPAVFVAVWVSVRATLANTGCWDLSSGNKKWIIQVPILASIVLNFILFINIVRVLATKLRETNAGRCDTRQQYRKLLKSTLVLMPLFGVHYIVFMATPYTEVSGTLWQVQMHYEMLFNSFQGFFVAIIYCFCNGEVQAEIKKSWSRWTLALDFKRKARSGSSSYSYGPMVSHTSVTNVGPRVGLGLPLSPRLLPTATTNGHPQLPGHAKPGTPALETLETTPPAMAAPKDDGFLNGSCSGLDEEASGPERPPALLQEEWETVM
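HEK-293-derived GP2 cells expressing PTHR1 and a GloSensor cAMP reporter, 3,000/well, plated overnight, given luciferin plus IBMX (each 0.5 mM as added) for 1 h at 37 °C, then compound for 1 h at 37 °C. Luminescence was read after 15 min at room temperature.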
MmCpn inh = M. maripaludis TRiC chaperonin inhibition. 330,000 tested, 0.031% active. Potency, µM (top dose mostly 76.9 µM), for the others: at the top dose activity, negative = inhibition, actives largely listed as inhibitors. purified Mm-Cpn ATPase, ADP Transcreener TR-FRET; note: potency is the fitted concentration of half-maximal effect; % is set by controls: 0 for no effect and ±100 for the full control effect; nearly all actives have a fitted effect of over 80% in size
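TR-FRET (320 nm excitation; 590 and 665 nm emission) reports ADP made from 10 uM ATP by 25 nM enzyme; compounds were preincubated 10 min, reaction run 30 min, both at 37°C.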
Abeta yeast res = compounds reversing amyloid beta toxicity in yeast. AID 1347071. 410,000 tested, 0.063% active. Potency, µM (doses to about 46.1 µM), inactives show at the highest dose growth rescue, actives largely listed as activators. yeast expressing A-beta42, growth rescue, OD600, 48 h; response scale: 0% DMSO, 100% iron-clioquinol control; note: potency is the fitted concentration of half-maximal effect; nearly all actives have a fitted effect of over 55% in size
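Growth rescue measured by 600 nm absorbance after 48 h yeast culture at 30 C with compound. Values normalized between DMSO and an equimolar ferric chloride plus clioquinol control.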
* hit, by the source's call; i = inactive; ? = inconclusive; · = no result given; & = joins results of further samples; ! = repeats disagree; [ ] = another dose, or the depositor's remark. Unless noted, calls come from the whole dose curve; as a rule, active = well fitted curve in the direction sought with a large enough effect; inconclusive = small, poorly fitted or top-dose-only effect, or another doubt; inactive = no such curve, though single readings can be large; an effect the other way counts as inactive or inconclusive. Some of the compounds tested; the hit share may differ from the screen's.

SMILES	aSyn yeast inh	TDP-43 yeast inh	FUS suppressor	GLP-1R inv ag	Akt phos inh	GLP1R cytotox	PTHR1 ag	MmCpn inh	Abeta yeast res
Cc1cc(C)n(/N=C/c2cc(Cl)cc(Cl)c2O)c(=O)c1	0%	-10%	-26%	-34%	i	61%[activator]	-9%	4%	-12%
CCOC(=O)/C(C#N)=N/Nc1ccccc1C(=O)O	-3%	-20%	1%	2%	i	-14%	i	-4%	-16%
Cc1[nH]c2ccc(C(=O)NCCCN3CCCCC3)cc2c1C	-16%	1%&-9%	-3%&19%	22%&-7%	i	3%&1%	18µM*!	0%	-7%&-4%
Oc1cc2ccccc2cc1-c1n[nH]c(=S)o1	-35%[inhibitor]	-30%[inhibitor]	19%	16%	i	9%	-29%	-3%	-92%[inhibitor]
Cc1nnc2c3ccccc3c(-c3cccc4ccccc34)nn12	8%	-3%	9%	-1%	i	-29%	i	0%	12%
CC1(C)CC(NC(=O)C2CCC(=O)N(Cc3ccccc3F)C2)CC(C)(C)C1 (configuration not stated)	-1%	21%	·	?	i	6%	-1%	-4%	1%
O=C(CCNC(=O)C1CCN(S(=O)(=O)c2ccccc2)CC1)NCc1ccc(Cl)cc1Cl	0%	-4%	15%	?	·	-1%	-22%	-6%	-8%
Cc1cccc(NC(=S)NCCc2c[nH]c3ccccc23)c1	8%	?	-3%	?	i	?	-9%	1%	?
COc1ccc(NC(=O)Cn2c(=O)n(-c3ccc(C)cc3)c(=O)c3c2c2cc(C)ccc2n3C)cc1	·	11%	4%	10%	·	3%	-24%	·	-2%
COc1ccc(NC(=O)C[C@@H]2C(=O)N(Cc3ccccc3)CC2(C)C)cc1	-3%	?	8%	-4%	i	6%	-2%	·	1%
N#Cc1cc2c(nc1SCC(=O)NCc1ccc3c(c1)OCO3)CCCCC2	1%	-23%	23%	0%	i	2%	-22%	0%	-2%
CC(OC(=O)C1CCC(=O)N1)C(=O)Nc1cc(Cl)cc(Cl)c1 (configuration not stated)	1%	7%	·	?	i	-11%	i	1%	19%
O=C(c1ccc(NS(=O)(=O)c2ccccc2)cc1)N1CCN(Cc2ccc3c(c2)OCO3)CC1	0%	8%	-40%	-7%	i	52%[activator]	-23%	-4%	17%[9.22 µM]
CCOC(=O)N/C(N)=N/c1nc2ccccc2s1	·	11µM*	7%	0%	·	?	-34%[inhibitor]	-3%	11%
COC(=O)c1ccccc1NC(=O)c1cc2ccccn2n1	·	19%	8%	12%	·	2%	i	·	-26%
CCOC(=O)c1c(C)[nH]c(C(=O)COC(=O)CNC(=O)c2ccc(Br)cc2)c1C	1%	11%	4%	37%[activator]	i	-3%	i	-4%	13%
COc1ccc(CNC(=O)CSc2nnc3c(n2)[nH]c2ccc(C)cc23)cc1	-2%	21%	5%	26%	i	-2%	-16%	-1%	-4%
COc1ccc(/C=C/C(=O)NCCC(=O)N2CCCN(C)CC2)cc1	-5%	·	10%	16%	i	-3%	i	1%	5%
Cc1c(NCc2ccccc2O)c(=O)n(-c2ccccc2)n1C	0%	-6%	11%	7%	i	6%	i	0%	12%
COc1ccc(CCN(C)C2CCCN(C(=O)CCC(F)(F)F)C2)cc1OC (configuration not stated)	-3%	4%	0%	4%	i	-4%	i	0%	-5%
Cn1c(N)c(C(=O)CSc2nc(N)cc(=O)[nH]2)c(=O)n(C)c1=O	-14%	-13%	38%	0%	i	-26%	-10%[57.5 µM]	4%	3%
NC(=O)CC(NC(=O)c1ccc(Br)cc1)c1ccc(NCc2ccc(F)c(F)c2)c([N+](=O)[O-])c1 (configuration not stated)	2%	5%	9%	?	i	-8%	-67%[inhibitor]	-6%	-5%
O=C(O)c1nn(CC(=O)N2CCC(Cc3ccccc3)CC2)c(=O)c2ccccc12	6%	21%	-6%	-13%	i	0%	-51%[inhibitor]	-1%	-4%
Cc1ccc(-n2c(Cc3cccs3)nnc2SCC(=O)Nc2ccc(F)c(F)c2)cc1	1%	-19%	15%	?	i	-24%	-6%[57.5 µM]	2%	8%
Cc1cnc(C(=O)OCC(=O)NCc2ccc(Cl)cc2)cn1	-12%	?	27%	10%	i	0%	-3%	0%	7%

Continuation.
SMILES	aSyn yeast inh	TDP-43 yeast inh	FUS suppressor	GLP-1R inv ag	Akt phos inh	GLP1R cytotox	PTHR1 ag	MmCpn inh	Abeta yeast res
COc1cc(OC)nc(NC(=O)CCl)n1	5%	8%	-6%	-8%	i	3%	-6%[57.5 µM]	·	1%
Oc1ccc(-c2nnc(SCC3CCCCC3)o2)cc1	-3%	?	2%	?	i	?	-22%	-2%	5%
O=C(O)c1[nH]c2ccc(Br)cc2c1CCN1C(=O)c2cccc([N+](=O)[O-])c2C1=O	-8%	-1%	9%	5%	i	-1%	18%	1%	-2%
CCc1ccc(NC(=O)c2cc(-c3ccc(OC)cc3)on2)cc1	1%	-9%	10%	-8%	i	1%	i	4%	0%
CC(C)NC[C@H](O)COc1cccc2ccccc12	2%&1%	-3%	-41%	?	i	-5%	-29%	·	-10%
CS(=O)(=O)CCC(C(=O)Nc1ccc2c(c1)OCO2)N1Cc2ccccc2C1=O (configuration not stated)	-6%	5%	15%	20%	i	-7%	-2%	2%	-6%
O=C(Nc1ccc(S(=O)(=O)NCC2CCCO2)cc1)C1CC(=O)N(c2ccccc2)C1 (configuration not stated)	2%	1%	-9%	12%	i	1%	i	2%	-14%
Cc1cc(C(=O)Nc2cc(C(F)(F)F)ccc2N2CCOCC2)no1	6%	-4%	·	-20%	i	-11%	i	2%	-14%
Cc1cc(=O)n(C)c(=O)n1CCCNc1ccccc1	13%	-23%	1%	18%	i	2%	i	1%	-5%
CC(C)CCNC(=O)C(C)N(Cc1ccc(F)cc1)C(=O)c1ccc(CN2CCOCC2)o1 (configuration not stated)	5%	20%	6%	-2%	i	-14%	i	-2%	-4%
O=C(CNC(=O)C1COc2ccccc2O1)N/N=C/c1cc(Br)c(O)c(Br)c1 (configuration not stated)	-2%	-3%	-2%	-16%	i	-3%	-8%	0%	?
COc1cc(Cl)c(C)cc1NC(=O)c1cnn(-c2ccc(F)cc2F)c1C1CCN(C(=O)OC(C)(C)C)CC1	·	14%	19%	?	·	-5%	i	·	12%
O=C(O)c1cc2n(n1)CCN(Cc1ccccc1Cl)C2=O	2%	23%	-11%	-5%	i	0%	i	2%	-6%
O=C(Nc1ccc(N2CCN(C(=O)c3cccs3)CC2)c(Cl)c1)c1cccnc1	10%	8%	11%	?	i	-30%	-59%[inhibitor]	1%	-3%
CN1C2CCC1/C(=C\c1ccccc1F)C(=O)/C2=C/c1ccccc1F	4%	9%	·	?	i	-2%	-50%[inhibitor]	0%	10%
O=c1c2ccccc2sn1-c1cc(S(=O)(=O)N2CCOCC2)ccc1N1CCOCC1	-48%&-28%[inhibitor]	-6%	?	17%	i	4%	i	2%	-4%
N#CC1(c2c(O)nc3n(c2=O)CCCS3)CCCCC1	0%	12%	39%	75%[activator]	i	6%	i	0%	7%
COc1ccc(C(=O)C2CCN(CC(=O)Nc3ccccc3F)CC2)cc1	1%	-3%	-11%	?	i	-7%	i	0%	9%
COc1ccc(-c2nc(CS(=O)CC(=O)NCc3cccnc3)c(C)o2)cc1OC (configuration not stated)	?	8%	-6%	43%[activator]	i	3%	i	1%	-9%
Cn1nnnc1SCCCNCc1ccc(-c2ccc(F)c(Cl)c2)o1	·	3%[9.22 µM]	-16%	-26%	·	-14%	i	·	-9%
O=C(Nc1ccccc1Cl)Oc1ccc(-c2ccccc2)cc1	3%	27%	-6%	-8%	i	4%	-5%	-10%	-3%
COc1ccc(-c2nc(SCCOc3ccccc3Cl)n3[nH]c(=O)cc3n2)cc1	·	3%	3%	25%	·	-1%	i	·	-5%
CCCSc1nc2cc(C)c(C)cc2n1CC(O)CO (configuration not stated)	2%	24%	-27%	11%	i	-5%	-1%	1%	-5%
COc1ccc(NC(=O)Cn2c(=O)n(Cc3nc(C)no3)c(=O)c3cc4c(cc32)OCO4)cc1OC	·	20%	17%	1%	·	-10%	i	·	1%
CCc1ccc(S(=O)(=O)N/N=C\c2ccc3c(c2)OCO3)cc1	-6%	1%	14%	9%	i	-12%	14%	1%	12%
CCOC(=O)N1CCN(C(=O)C[C@@H]2C[C@@]3(C(=O)OCC)CCC=C3N(Cc3ccc4c(c3)OCO4)C2=O)CC1	2%	3%	14%	24%	i	-3%	-5%	·	-7%
NC(=O)CC(NC(=O)c1ccc(Br)cc1)c1ccc(N2CCCCCC2)c([N+](=O)[O-])c1 (configuration not stated)	2%	14%	?	11µM*	i	-27%	-20%	0%	11%
CC(C)(C)C1CCC(=NNC(=O)c2cc3c(s2)CCCC3)CC1 (configuration not stated)	-16%	-2%	·	-11%	i	-2%	12%	1%	-1%

Filtered by structure: those above containing a furan ring, fused or not.
SMILES	aSyn yeast inh	TDP-43 yeast inh	FUS suppressor	GLP-1R inv ag	Akt phos inh	GLP1R cytotox	PTHR1 ag	MmCpn inh	Abeta yeast res
CC(C)CCNC(=O)C(C)N(Cc1ccc(F)cc1)C(=O)c1ccc(CN2CCOCC2)o1 (configuration not stated)	5%	20%	6%	-2%	i	-14%	i	-2%	-4%
Cn1nnnc1SCCCNCc1ccc(-c2ccc(F)c(Cl)c2)o1	·	3%[9.22 µM]	-16%	-26%	·	-14%	i	·	-9%

Bioassay records deposited in PubChem BioAssay by National Center for Advancing Translational Sciences (NCATS).
